# CAL PDZ FP-1: CAL PDZ (human) peptide binding inhibition. Q9HD26. purified CAL PDZ, TMR-peptide fluorescence polarization, 1 h. inhibition, % at 24.9 µM. actives 0.92% (n = 300,000). AID 602252;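 active = mean inhibition of at least 30% with at least half of replicates also reaching 30%; inconclusive = no clear call, values can overlap the other calls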;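 also: 0% = DMSO neutral control and 100% = excess unlabeled competitor peptide PRC23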
# CAL PDZ FP-2: inhibitors of human CAL PDZ peptide binding | purified CAL PDZ, TMR-peptide fluorescence polarization, 1 h | inhibition, % at 20 µM | actives 0.02% (n = 330,000) | AID 504414;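 active = highest replicate inhibition of at least 40%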;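 also: plate controls were DMSO neutral control wells for no effect and unlabeled competitor peptide control wells for full effect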
#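 Assay system – tagged CAL PDZ protein CerCALP, purified · Timing – 1 h at RT · Compound – single point, 20 µM · Measured by – fluorescence polarization from S- and P-plane intensities, G-factor corrected · Evaluation – inhibition from polarization loss · Probe or stimulus – TMR reporter peptide T*-PRC34 · Buffer or medium – pH 7.4 phosphate-saline buffer, reducing agent, detergent, IgG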
# phage Ecoli inh: E. coli growth loss with phage present; growth absorbance; inhibition, % at 11.9 µM; actives 0.26% (n = 360,000); AID 651602; in the data active = inhibition above about 11%
# MITF TRPM1 HTS: MITF TRPM1 promoter activation in melanoma cells; SK-MEL-5 TRPM1-promoter luciferase, 24 h; % of positive control, neutral wells = 0; activation, % at 12.5 µM; actives 0.75% (n = 300,000); AID 588334;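 active = mean activation of at least 80% with every replicate also reaching 80%; inconclusive = mean reaches 80% but some replicate falls short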;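 also: 0% = neutral control wells and 100% = parthenolide positive control wells; values of inactives mirror those of a sister screen read the other way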
# SR-BI DiI inh: mouse SR-BI HDL lipid transfer inhibition; Q61009; ldlA[mSR-BI] CHO cells, DiI-HDL uptake fluorescence, 3 h; inhibition, % at 12.5 µM; actives 0.96% (n = 320,000); AID 488896;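 active = mean replicate inhibition of at least 70% and a set share of replicates each scoring 70 or more; inconclusive = meets just one of the two criteria; inactive = fails both criteria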;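 also: 0% = median of neutral control wells and 100% = median of positive control wells; values of inactives mirror those of a sister screen read the other way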
# Target sequence (Q61009 whole entry, looked up): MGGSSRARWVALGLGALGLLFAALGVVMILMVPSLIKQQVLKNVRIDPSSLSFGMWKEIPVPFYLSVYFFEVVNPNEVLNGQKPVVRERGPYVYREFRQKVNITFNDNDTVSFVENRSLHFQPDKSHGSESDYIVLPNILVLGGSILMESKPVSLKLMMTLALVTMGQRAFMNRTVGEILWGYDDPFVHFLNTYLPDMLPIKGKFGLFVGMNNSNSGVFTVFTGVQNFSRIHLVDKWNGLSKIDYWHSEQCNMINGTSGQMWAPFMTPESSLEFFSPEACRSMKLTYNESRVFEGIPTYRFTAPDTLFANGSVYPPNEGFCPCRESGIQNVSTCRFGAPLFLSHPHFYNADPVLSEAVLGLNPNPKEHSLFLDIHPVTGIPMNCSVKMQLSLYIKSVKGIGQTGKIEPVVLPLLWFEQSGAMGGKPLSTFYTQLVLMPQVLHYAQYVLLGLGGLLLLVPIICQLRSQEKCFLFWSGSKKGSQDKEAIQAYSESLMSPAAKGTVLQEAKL
# Tat transport: blocks Tat-dependent protein export in E. coli; E. coli MC4100 TorA-mCherry Tat export, fluorescence; inhibition, % at 10 µM; actives 0.036% (n = 340,000); AID 488895;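 active = mean replicate inhibition at least 50% and at least half of replicates individually reaching 50%; inconclusive = only one of the two criteria met; inactive = neither criterion met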;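 also: exported cargo escapes ClpAP degradation while cytoplasmic cargo is degraded and loses fluorescence; 0% = median of neutral control wells and 100% = median of NaSCN control wells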
# SR-BI DiI-HDL act: activators of SR-BI mediated HDL lipid uptake | CHO ldlA[mSR-BI] cells, DiI-HDL uptake fluorescence, 3 h; 100 = double the neutral-control signal | activation, % at 12.5 µM | actives 0.096% (n = 320,000) | AID 504775;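 active = mean replicate activation of at least 60% and every replicate at or above 60%; inconclusive = mean or all-replicate condition met, but not both; inactive = mean below 60% and not all replicates reaching 60%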;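 also: 0% = median plate neutral-control signal and 100% = twice that signal; values of inactives mirror those of a sister screen read the other way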
#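 Test system: SR-BI-overexpressing, LDLR-lacking CHO cells. Measured by: DiI fluorescence, bottom read. Medium: Ham's F12 with 0.5% BSA, HEPES 25 mM, pH 7.4. Timing: 3 h uptake period with compound, 37 °C.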
# AddAB inh: less growth of phage-infected E. coli with AddAB; E. coli expressing H. pylori AddAB, absorbance growth; actives 0.29% (n = 330,000); inhibition, % at 11.9 µM; AID 435030; in the data active = inhibition above about 12%;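 also: 0% = vehicle wells of infected cells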
# Wnt bcat act: Wnt/beta-catenin pathway activation; AID 743398; Wnt/beta-catenin reporter cell assay, activator, plate reader; activation, % at 9.35 µM; actives 1.2% (n = 300,000); in the data active = activation above about 30%, passing the limit was not always enough; inconclusive = no clear call, values can overlap the other calls;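 also: 0% = neutral control wells and 100% = positive control wells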
# E coli growth: bacterial growth inhibition, counter-screen for AddAB inhibitors; E. coli V3065 growth, OD600 absorbance, 18 h; AID 449728; inhibition, % at 11.9 µM; actives 0.27% (n = 330,000);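 active = inhibition above the campaign's mean inhibition across all tested compounds plus 3 SD, cut at about 9.9% in these data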;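 also: uninfected addAB+ strain grown without phage in ampicillin broth; 0% = DMSO wells and 100% = ciprofloxacin 0.95 µg/ml wells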
# Numbers without * were called inactive; ? = inconclusive; nt = no result given.
SMILES,CAL PDZ FP-1,CAL PDZ FP-2,phage Ecoli inh,MITF TRPM1 HTS,SR-BI DiI inh,Tat transport,SR-BI DiI-HDL act,AddAB inh,Wnt bcat act,E coli growth
CC1CCN(C(=O)c2nc[nH]c2C(=O)O[C@H](C)c2ccccc2)CC1,0.3,-0.9,2.6,-11.9,-13.7,11.6,13.9,-0.7,-0.6,0.1
O=[N+]([O-])c1cccnc1NCCNc1ncc(C(F)(F)F)cc1Cl,-0.4,-0.5,2.7,101.3*,23.1,-1.7,-23.2,3.1,nt,-1.2
COCCCN(C(=O)c1ccccc1F)c1nc(-c2ccc(OC)cc2)cs1,-2.2,0.8,-1.0,nt,45.5,-5.0,-45.5,1.5,-3.8,-0.2
COc1ccc(NC(=O)Cc2nnc(SCC(=O)Nc3ccccc3)n2C)cc1,-5.0,0.0,-1.3,0.9,17.9,2.1,-17.9,1.7,-1.8,-1.4
Cc1ccc(C)c(NC(=S)NNC(=S)Nc2ccc(C(C)C)cc2)c1,-0.1,0.0,2.6,22.5,42.8,-9.0,-42.8,1.3,-1.9,0.8
CCc1ccccc1NC(=O)c1ccc(-n2c(C)ccc2C)cc1,5.1,0.3,1.1,-1.6,61.6,-3.4,-61.6,4.6,nt,0.5
Cc1ccc(-n2cccn2)c(CN2CCCC(C(=O)c3sccc3C)C2)c1 (stereo not drawn),3.0,-0.1,3.3,-4.3,16.0,3.6,-16.0,-1.0,-1.8,-0.2
CCOC(=O)c1ccc(NC(=O)CSc2nc(N3CCOCC3)nc(N3CCOCC3)n2)cc1,-4.5,-0.8,1.2,-25.1,-10.6,4.7,10.6,4.4,-3.5,0.5
O=C1CCCC2=C1C(c1ccc(O)c(O)c1)c1c(ccc3ncccc13)N2 (stereo not drawn),-2.9,-0.1,3.9,-7.7,5.8,-1.3,-5.8,2.4,0.7,-0.9
COc1ccccc1-c1noc(-c2ccccc2C(=O)NCc2ccco2)n1,-8.6,-0.9,2.6,2.7,8.5,-1.5,-8.5,1.4,1.0,0.8
O=C(CCCN1CCC(C(=O)c2ccc(F)cc2)CC1)c1ccc(F)cc1,nt,-2.5,0.5,-1.5,nt,5.3,nt,4.5,1.4,0.3
C=CCn1c(SCC(=O)c2ccc(O)c(O)c2)nnc1-c1ccc(C)cc1,1.3,-2.7,3.8,-5.5,-10.3,-6.9,10.3,-0.7,-3.3,-2.5
COc1ccccc1Oc1cc(C#N)c(C#N)cc1-n1nnc2ccccc21,-3.1,-0.2,0.7,-21.7,15.9,2.6,-15.9,-0.3,-1.5,1.0
COc1ccc(NC(=S)Nc2ccc(S(N)(=O)=O)cc2)c(OC)c1,36.7*,-1.1,2.3,-0.3,-16.6,-4.5,16.6,1.2,-0.8,1.4
CCn1c(S(=O)(=O)O)nc2ccccc21,3.2,0.8,-3.1,-2.3,-9.9,-0.5,9.9,-0.1,-3.4,0.5
Cc1nc(NC(=O)c2ccc(-c3cc4ccccc4oc3=O)cc2)ccc1Br,-4.9,-3.1,2.9,1.9,-5.2,1.1,5.2,2.8,1.8,1.4
CC1CCCCC12NC(=O)N(CC(=O)Nc1ccc3c(c1)OCCCO3)C2=O (stereo not drawn),2.6,-0.6,1.2,12.5,-60.9,-5.8,?,0.9,2.4,0.7
CC(C)(C)OC(=O)N1CCC(C(=O)Nc2ccc(C(=O)N3CCCCC3)cc2)CC1,-2.0,-0.1,2.3,2.3,33.3,-9.2,-33.3,nt,-1.3,nt
O=C(Cn1cncn1)N/N=C/c1c2ccccc2cc2ccccc12,-2.0,-1.3,1.0,-6.2,25.2,1.7,-25.2,5.1,nt,2.0
CCc1nnc(NC(=O)CSc2nc3c(cc2C#N)CCC3)s1,-0.8,-1.4,1.1,45.4,-9.3,-10.6,9.3,1.1,69.9*,-0.6
Cc1cc2cc(CN(Cc3cccs3)S(=O)(=O)c3ccc4c(c3)OCCO4)c(=O)[nH]c2cc1C,-0.4,-2.0,3.8,12.0,-26.1,-1.7,26.2,2.7,-3.4,-0.7
O=S(=O)(NC1CCCCC1N1CCCCC1)c1ccccc1 (stereo not drawn),-1.4,-0.2,-0.1,-2.6,-11.7,-14.5,11.7,1.1,-3.5,2.2
COc1cccc(-c2nc(CS(=O)(=O)CC(=O)NCCc3ccccc3)c(C)o2)c1,2.4,-2.4,2.0,-10.8,11.8,-4.5,-11.8,3.1,-0.5,-2.6
c1ccc(-c2nc(NCCCn3ccnc3)c3ccccc3n2)cc1,1.7,-4.3,3.3,-9.6,15.6,5.4,-15.6,2.8,-0.8,-0.8
O=C1CCCC(=O)C1C(c1ccc(Cl)cc1)C1C(=O)CCCC1=O,-0.2,-0.8,2.3,nt,53.5,3.0,-53.5,2.1,1.5,-1.2

# Complete entries, looked up by structure. Order of values: CAL PDZ FP-1 | CAL PDZ FP-2 | phage Ecoli inh | MITF TRPM1 HTS | SR-BI DiI inh | Tat transport | SR-BI DiI-HDL act | AddAB inh | Wnt bcat act | E coli growth
# Cc1ccc(C)c(NC(=S)NNC(=S)Nc2ccc(C(C)C)cc2)c1 across the screens: -0.1 | 0.0 | 2.6 | 22.5 | 42.8 | -9.0 | -42.8 | 1.3 | -1.9 | 0.8
# O=S(=O)(NC1CCCCC1N1CCCCC1)c1ccccc1 (stereo not drawn) across the screens: -1.4 | -0.2 | -0.1 | -2.6 | -11.7 | -14.5 | 11.7 | 1.1 | -3.5 | 2.2

# Remaining list, next part.
SMILES,CAL PDZ FP-1,CAL PDZ FP-2,phage Ecoli inh,MITF TRPM1 HTS,SR-BI DiI inh,Tat transport,SR-BI DiI-HDL act,AddAB inh,Wnt bcat act,E coli growth
CC(=O)N1CCc2cc(S(=O)(=O)NCCCN3CCC(C)CC3)ccc21,-4.0,-0.9,1.5,5.4,0.0,7.4,0.0,2.4,-2.4,2.1
Cc1nc2scc(C)n2c(=O)c1S(=O)(=O)N1CCN(c2ccccc2)CC1,nt,-1.0,0.5,-1.1,nt,-0.4,nt,-0.5,-3.5,-0.4
COCCn1c(C)cc(/C=C(\C#N)C(=O)OC(C)C(=O)Nc2ccc(NC(C)=O)cc2)c1C (stereo not drawn),-2.2,-0.8,5.6,2.7,30.7,7.2,-30.7,-0.3,-1.5,3.0
COc1cc(SC)ccc1C(=O)N1CCN(c2ccccc2F)CC1,6.5,-1.7,0.6,6.4,-14.2,2.6,14.2,-1.4,0.8,-3.0
Cc1cccc(N=Cc2c(O)cc(C)oc2=O)c1,-0.8,-0.4,2.5,-0.5,-25.8,-11.3,25.8,1.6,-3.0,3.3
O=C(CSc1nnc(-c2ccc(Cl)cc2)o1)N1CCOCC1,-0.8,-2.0,-0.1,97.1*,nt,-4.8,nt,4.2,9.9,4.3
CC/C(=N\NC(=O)c1c(C)nc2ccccn12)c1ccccc1,-8.7,-4.2,-0.8,5.7,-6.8,-4.0,6.8,1.0,2.3,-0.9
CCc1nnc(NC(=O)CSc2nnc(-c3ccoc3C)n2-c2ccccc2)s1,-2.7,-0.5,2.9,-8.0,-30.7,9.1,30.7,0.5,-6.0,1.1
CC(C)Cc1cc(CN2CCC(CO)(Cc3cccc(C(F)(F)F)c3)CC2)[nH]n1,-7.8,0.0,-0.1,16.3,7.2,0.3,-7.2,-3.3,-2.1,-2.5
CCOC(=O)C1CCNC(=O)C1=O (stereo not drawn),-0.4,-0.3,-0.8,-1.4,-7.0,-1.4,7.0,nt,-4.7,nt
CC(Oc1ccccc1F)C(=O)NNC(=O)c1ccc(-n2cncn2)c([N+](=O)[O-])c1 (stereo not drawn),nt,-1.2,-2.3,-1.7,-39.7,-7.8,39.7,nt,-1.0,nt
COc1ccc(OCCCC(=O)OCC(=O)c2ccc3c(c2)NC(=O)CO3)cc1,-5.0,-2.3,1.5,11.0,1.8,-5.3,-1.8,-1.4,-1.9,1.3
COc1ccc(-c2nnc(NC(=O)C3CC3)o2)cc1,-1.3,-2.4,1.1,7.9,-15.9,-6.0,15.9,0.3,1.6,-0.3
O=c1cc(N2CCN(c3ccccc3)CC2)[nH]c(=O)n1-c1ccccc1Cl,nt,1.3,4.1,1.0,-7.3,-6.1,7.3,-0.7,-1.3,-1.2
COc1ccccc1NC(=O)/C=C/c1ccc2c(c1)OCO2,-2.4,2.4,3.0,66.3,45.5,1.0,-45.5,0.1,7.8,1.4
O=C(CSc1nnc2c(n1)[nH]c1ccccc12)OCc1ccccc1,nt,0.2,1.1,nt,-11.0,4.2,11.0,0.0,0.2,-3.1
CCOC(=O)c1sc(-c2cccc(C(F)(F)F)c2)nc1O,-2.3,-1.1,1.9,3.9,-0.5,-3.6,0.5,2.4,1.8,-1.0
COc1ccc(Cc2[nH]n3c(=O)cc(C(C)C)nc3c2-c2ccccc2)cc1,1.0,-1.1,1.1,-18.0,0.0,-1.7,0.0,-4.5,-1.9,-5.5
COc1ccc(C(CNC(=O)c2cccc(S(=O)(=O)NCc3ccccc3)c2)N(C)C)cc1 (stereo not drawn),-4.4,-1.0,2.3,9.3,-25.5,-3.1,25.5,1.4,-0.1,0.8
CCOP(=O)(OCC)C(Nc1ccccc1)c1ccccc1C(F)(F)F (stereo not drawn),-1.2,-1.2,-0.8,nt,-6.8,17.0,6.8,0.0,1.2,-1.5
O=C(Cc1c[nH]c2ccccc12)NCc1ccco1,1.2,-0.6,3.2,-5.6,1.7,1.5,-1.7,0.8,-0.5,0.0
O=C(Cn1nnc(-c2ccc(Cl)cc2)n1)NCCC1=CCCCC1,-2.2,-2.6,3.7,-3.2,4.4,7.9,-4.4,0.4,-2.8,2.2
COc1cc(NS(=O)(=O)c2ccc(Nc3nc(-c4cccc([N+](=O)[O-])c4)cs3)cc2)nc(OC)n1,-5.6,0.1,2.8,11.8,-4.0,5.3,4.0,0.2,-1.8,-2.1
Cc1cc(C(=O)NCC(=O)OCC(=O)NCCc2ccccc2)ccc1[N+](=O)[O-],-5.2,-1.5,3.4,5.8,-7.8,-9.2,7.8,2.0,0.7,0.6
CC(O)Cc1cn([C@@H](CCCCNC(=O)OC(C)(C)C)C(=O)N2CCN(C(=O)OC(C)(C)C)CC2)nn1 (stereo partly drawn),-1.8,-0.5,1.9,-3.4,3.6,-1.3,-3.6,4.1,12.0,4.1
COc1ccc(-c2nnc3ccc(SCC(=O)Nc4nccs4)nn23)cc1OC,-4.8,-4.0,4.1,1.8,2.1,-2.4,-2.1,1.6,nt,2.7

# Four compounds from above, limited to Wnt bcat act and phage Ecoli inh.
SMILES	Wnt bcat act	phage Ecoli inh
CCOC(=O)C1CCNC(=O)C1=O (stereo not drawn)	-4.7	-0.8
CC(Oc1ccccc1F)C(=O)NNC(=O)c1ccc(-n2cncn2)c([N+](=O)[O-])c1 (stereo not drawn)	-1.0	-2.3
COc1ccc(OCCCC(=O)OCC(=O)c2ccc3c(c2)NC(=O)CO3)cc1	-1.9	1.5
COc1ccc(-c2nnc(NC(=O)C3CC3)o2)cc1	1.6	1.1
